PGE2 EP2 inh – blocks the human prostaglandin E2 receptor EP2; P43116; C6 glioma cells expressing human EP2, cAMP TR-FRET; cells stimulated with saturating PGE2; inhibition, % at 25 µM; hit rate 0.52% among 260,000; AID 1422;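 active = percent inhibition above 40 after rounding to a whole number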;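 note: rat C6 glioma host cells with rolipram phosphodiesterase inhibitor present; the protocol text gives 20 µM as final concentration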
S1P4 agonist – human S1P4 receptor agonism; O95977; S1P4-expressing cell line, agonist reporter assay; activation, % at 4.98 µM; hit rate 0.35% among 220,000; AID 1509; in the data active = activation above about 11%;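 note: 0% = DMSO vehicle and 100% = reference agonist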
NPY1 pot ag – potentiates or activates human NPY-Y1 receptor; hit rate 0.37% among 220,000; activation, % at 3.6 µM; P25929; NPY-Y1 expressing cells, potentiator/agonist activation; in the data active = activation above about 33%, passing the limit was not always enough;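 note: cells stimulated with NPY at EC10 then isoproterenol at EC100; 0% = low agonist plus stimulus and 100% = saturating agonist plus stimulus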
EP2 mod – modulators of human EP2 prostaglandin E2 receptor | EP2-expressing cells, cAMP HTRF FRET, PGE2 co-stimulation | induction, % at 25 µM | hit rate 0.83% among 260,000;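 active = compounds whose cAMP rise, as percent of the full-agonist control response, exceeds 60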;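 note: rat C6 glioma line stably carrying human EP2 under a CMV promoter; the protocol text gives 20 µM as final concentration; 100% = response of wells given 1 µM PGE2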
eIF4E 4G PPI – eIF4E/eIF4G interaction inhibition in translation initiation. P63073+Q04637. TR-FRET eIF4E-eIF4GI(517-606) binding, 2 h. hit rate 0.37% among 220,000. inhibition, % at 21.7 µM;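 active = inhibition above about 30%, limit read from the data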;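 note: 0% = full FRET control wells and 100% = background wells lacking eIF4GI fragment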
NPY-Y1 antag – blocks the human neuropeptide Y Y1 receptor; P25929; HEK293-CNG Y1 cells, membrane potential fluorescence; NPY at EC95, then isoproterenol; inhibition, % at 3.6 µM; hit rate 1% among 200,000; AID 1040;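 active = inhibition above the campaign mean inhibition of all tested compounds plus 3 SD, cut at about 20% in these data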;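 note: 0% = DMSO wells given NPY plus isoproterenol and 100% = isoproterenol alone without NPY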
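Assay system: HEK293 Y1/CNG channel cell line; Doses: single compound dose of 3.6 µM, 0.4% DMSO; Timing: dye 3 h, compound 60 min room temperature, stimulation 45 min; Technique: Membrane-potential fluorescent dye readout; Measure: % inhibition of NPY effect.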
p97 ATPase inh – inhibitors of human p97 ATPase | P55072 | recombinant p97 ATPase, Kinase-Glo ATP luminescence, 3 h | inhibition, % at 8 µM | hit rate 0.42% among 220,000 | AID 1481; in the data active = inhibition above about 15%;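 note: 0% = DMSO vehicle and 100% = wells lacking enzyme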
Target sequence (P55072 whole entry, looked up): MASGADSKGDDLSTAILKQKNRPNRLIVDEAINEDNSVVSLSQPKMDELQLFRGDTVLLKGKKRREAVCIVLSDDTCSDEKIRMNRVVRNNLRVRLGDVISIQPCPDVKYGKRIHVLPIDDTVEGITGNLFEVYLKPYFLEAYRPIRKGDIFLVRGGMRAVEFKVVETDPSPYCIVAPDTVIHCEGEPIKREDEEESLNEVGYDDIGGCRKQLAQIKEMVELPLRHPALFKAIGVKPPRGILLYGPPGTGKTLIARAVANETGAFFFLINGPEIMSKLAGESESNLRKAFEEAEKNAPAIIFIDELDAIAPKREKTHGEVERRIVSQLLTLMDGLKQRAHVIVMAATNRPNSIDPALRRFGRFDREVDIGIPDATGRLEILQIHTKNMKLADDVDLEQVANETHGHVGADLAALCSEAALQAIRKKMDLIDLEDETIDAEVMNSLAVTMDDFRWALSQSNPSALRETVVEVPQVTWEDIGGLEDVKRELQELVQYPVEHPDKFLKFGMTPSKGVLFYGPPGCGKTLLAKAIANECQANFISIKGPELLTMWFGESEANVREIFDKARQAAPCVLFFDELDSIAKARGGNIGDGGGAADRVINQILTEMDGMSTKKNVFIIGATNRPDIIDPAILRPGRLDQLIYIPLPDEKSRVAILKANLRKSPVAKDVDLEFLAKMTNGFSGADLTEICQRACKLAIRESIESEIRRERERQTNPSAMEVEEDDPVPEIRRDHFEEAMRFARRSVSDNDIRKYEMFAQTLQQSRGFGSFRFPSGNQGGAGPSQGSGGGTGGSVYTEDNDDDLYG
NPY2 pot ag – potentiates or activates human NPY-Y2 receptor | P49146 | cells expressing NPY-Y2, potentiator/agonist read-out | activation, % at 3.6 µM | hit rate 0.45% among 220,000 | AID 1359; in the data active = activation above about 27%;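 note: cells stimulated with NPY near EC25 plus isoproterenol at EC100; 0% = vehicle plus submaximal agonist and 100% = vehicle plus saturating agonist; some results beyond the cut were filed as inactive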
S1P4 antag – blocks the human S1P4 receptor | O95977 | S1P4-expressing cells, antagonist mode, reporter read-out | inhibition, % at 4.98 µM | hit rate 0.26% among 220,000; in the data active = inhibition above about 29%;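 note: 0% = wells stimulated with agonist and 100% = vehicle wells without agonist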
Starred values were filed as active, the others as inactive; . = not tested or not shown; & = joins results of further samples; ! = not active in a repeat; [ ] = another dose, or the depositor's remark. A portion of the library (hit frequency here may not be typical).

SMILES | PGE2 EP2 inh | S1P4 agonist | NPY1 pot ag | EP2 mod | eIF4E 4G PPI | NPY-Y1 antag | p97 ATPase inh | NPY2 pot ag | S1P4 antag
O=C(NCc1ccccc1)/C(NC(=O)c1ccccc1)=C(/Sc1ccccn1)c1ccccc1 | 15 | 0.5 | -9 | 29 | 0 | 7 | -1 | -4 | -5
COC(=O)[C@@]1(Cc2ccccc2)[C@H]2c3cc(C(=O)N4CCCC4)n(CCSCCO)c3C[C@H]2CN1C(=O)c1ccccc1 | . | 0.4 | -4 | 19 | 4 | 6 | -8 | -3 | 18
COc1cc(/C=C2\C(=O)NN(c3ccc(C)cc3)C2=O)cc([N+](=O)[O-])c1O | 5 | 0.8 | -6 | 34 | 4 | -2 | 2 | 2 | -12
Nc1c(C(=O)c2ccc(Cl)cc2)sc2c1c(=O)[nH]c(=O)n2-c1ccccc1 | 1 | -0.1 | 13 | 24 | 9 | 0 | -3 | 11 | -15
CCN(CC)c1nc2c(s1)C(=O)CC(C)(C)C2 | 9 | 0.3 | 7 | 8 | 4 | 6 | 2 | 16 | 4
CC(CCn1cccn1)NC(=O)CCc1nnc(CCc2ccccc2)o1 (configuration not stated) | 13 | 0.2 | 5 | 28 | 1 | 3 | 2 | -6 | -9
Cc1ccc(/C=N/Nc2ccc(Cl)nn2)cc1 | 1 | 1.5 | 7 | 22 | -2 | . | 2 | 6 | -21
O=C(NCCN1CCN(c2ccccc2)CC1)c1cccn2c(=O)c3cc(Cl)ccc3nc12 | 8 | -0.5 | -17 | 17 | -19 | 5 | 4 | -6 | -14
COc1cccc(NC(=O)CCNC(=O)c2ccccc2Cl)c1 | 6 | 0.1 | 6 | 14 | -2 | 2 | 3 | 10 | -6
COc1ccc(/C=N/NC(=O)c2cccnc2)cc1CN1CCN(c2ccc(F)cc2)CC1 | 3 | 0.0 | 4 | -22 | -4 | 11 | 0 | -8 | 0
O=C(/C=C/c1cccc([N+](=O)[O-])c1)N1CCN(S(=O)(=O)c2cccs2)CC1 | 2 | 0.5 | 5 | -41 | -1 | 4 | 4 | -2 | -21
Cc1ccc(NC(=O)COC(=O)COc2ccc(Cl)cc2C)c([N+](=O)[O-])c1 | 5 | 1.6 | 1 | 23 | 6 | -1 | 3 | -12 | 0
COc1ccc(Nc2cc(=O)oc3ccccc23)cc1 | 19 | -0.6 | -8 | -26 | 6 | 7 | -2 | 1 | 7
CC1CN(C(=O)c2ccc3c(c2)OCO3)CC(C)O1 (configuration not stated) | 17 | 1.1 | -12 | -3 | -3 | -1 | -5 | 1 | -6
CCOC(=O)c1nc(Nc2ccc(N3CCC(C)CC3)cc2)c2ccccc2n1 | 3 | -0.9 | 22 | 7 | 14 | -8 | 3 | 3 | 5
O=C(CCN1C(=O)c2ccccc2C1=O)Nc1ccccc1C(=O)N1CCOCC1 | 15 | 0.6 | -2 | 20 | 1 | 4 | -2 | 3 | 6
CCOc1cc(C(=O)OCC(=O)Nc2ccc(SC(F)F)cc2)cc(OCC)c1OCC | 16 | -3.0 | 1 | 46 | 1 | -1 | 3 | 1 | -18
CCOC(=O)N1CCN(S(=O)(=O)c2ccc(F)c(C(=O)Nc3cccc(C)c3C)c2)CC1 | 8 | 1.6 | -3 | -9 | -5 | 7 | -6 | 3 | -7
Cn1nnnc1Sc1ncnc2scc(-c3ccc(F)cc3)c12 | . | 6.6 | -22 | -16 | -6[fluorescence artefact?] | 5 | 0 | -3 | -12
Cc1ccc(N2C(=O)CC(Sc3ccccc3C(=O)O)C2=O)cc1 (configuration not stated) | 7 | 1.0 | -3 | 26 | 4 | 9 | 4 | 8 | -13

The final 2 compounds of the section before open the next one:
SMILES | PGE2 EP2 inh | S1P4 agonist | NPY1 pot ag | EP2 mod | eIF4E 4G PPI | NPY-Y1 antag | p97 ATPase inh | NPY2 pot ag | S1P4 antag
Cn1nnnc1Sc1ncnc2scc(-c3ccc(F)cc3)c12 | . | 6.6 | -22 | -16 | -6[fluorescence artefact?] | 5 | 0 | -3 | -12
Cc1ccc(N2C(=O)CC(Sc3ccccc3C(=O)O)C2=O)cc1 (configuration not stated) | 7 | 1.0 | -3 | 26 | 4 | 9 | 4 | 8 | -13
CN1CCN(C(=S)C(=O)Nc2ccccc2)CC1 | 8 | 2.5 | -2 | -10 | 0 | 2 | 0 | 1 | -15
COCCCNc1nc2nonc2nc1N1CCC(C(C)N2CCOCC2)CC1 (configuration not stated) | 6 | -0.6 | 9 | 20 | -1 | 0 | 1 | 0 | -5
COc1ccc(C)cc1-n1c(=O)c2ccccc2c2ccccc2c1=O | 5 | 0.2 | -12 | 74* | 4 | 3 | -2 | 1 | -7
Cc1cc(=O)oc2cc(OCC(=O)OCC(=O)NC3CC3)ccc12 | 5 | 1.3 | -11 | -31 | 6 | -6 | 2 | -7 | -16
O=C(COC(=O)c1ccccc1C(=O)c1ccccc1)c1ccco1 | 6 | 0.2 | -21 | 30 | -2 | -6 | 5 | 6 | 0
COC(=O)CCCCCCCCC(O)CN(C)C (configuration not stated) | 8 | 0.9 | 19 | -5 | -1 | . | 5 | -3 | 3
O=c1cc(-c2ccccc2)[nH]c2cc(Cl)ccc12 | 7 | 1.7 | -12 | 2 | 6 | 6 | 4 | -7 | -5
Cc1cc(NC(=O)CSc2ccc(-c3nc4cc(C)c(C)cc4[nH]3)cn2)no1 | 12&20 | -0.9 | -5 | 35&11 | -29 | 6 | 5 | -15 | -13
CC1(C)N=C(N)N=C(N)N1c1ccc(F)cc1F | 10 | 2.1 | 1 | 3 | 0 | -1 | -1 | 3 | -6
CCN(CCO)Cc1csc2cc(C)ccc12 | 7 | -1.6 | -10 | -8 | 15 | 0 | 4 | 4 | -6
COc1cccc(NC(=O)[C@H](C)NC(=O)C2CCN(S(=O)(=O)c3ccc(C)cc3)CC2)c1 | 6 | 0.9 | 11 | 8 | -3 | . | 3 | 5 | 16
Cc1cc(C(F)(F)F)c(C#N)c(Sc2ccccc2)n1 | -4 | 1.6 | -8 | 44 | 4 | 1 | -1 | -7 | -1
COC(=O)c1ccc(OCC(=O)c2ccccc2OC)cc1 | 6 | 3.5 | -13 | 1 | 4 | 17 | 4 | -10 | 3
CC(C)c1ccc(NC(=O)c2n[nH]c(=O)c3ccccc23)cc1 | 7 | 0.4 | -4 | 25 | -1 | 6 | 1 | 5 | 5
CC1=CC(C)(C)N(C(=O)CCl)c2ccccc21 | 9 | 1.5 | 2 | 46 | 1 | 1 | -4 | -3 | -1
COc1ccc(/C=C2\N=C(SC)SC2=O)cc1OC | 14 | 0.6 | 3 | -26 | -6 | 0 | 2 | 9 | 4
COc1ccc(C(=O)Nc2nc3nccc(-c4ccccc4)n3n2)cc1 | 4 | 2.0 | -24 | 9 | 1 | 0 | -4 | -9 | -7
Nc1nnc(SCCN2C(=O)c3ccccc3C2=O)s1 | 3 | -1.9 | -5 | 31 | 6 | -1 | 5 | -4 | 0
C/C(=N\NC(=O)COc1cccc(Cl)c1)c1ccc2c(c1)OCCO2 | 12 | 2.1 | -4 | -41 | 2 | 8 | 3 | -3 | -8
O=C(/C=C/c1cccs1)c1ccc(NC(=O)c2ccccc2F)cc1 | 17 | -1.4 | 10 | -13 | 1 | -2 | 2 | 9 | 3

Just eIF4E 4G PPI, for 6 of the compounds above:
SMILES	eIF4E 4G PPI
CN1CCN(C(=S)C(=O)Nc2ccccc2)CC1	0
COCCCNc1nc2nonc2nc1N1CCC(C(C)N2CCOCC2)CC1 (configuration not stated)	-1
COc1ccc(C)cc1-n1c(=O)c2ccccc2c2ccccc2c1=O	4
Cc1cc(=O)oc2cc(OCC(=O)OCC(=O)NC3CC3)ccc12	6
O=C(COC(=O)c1ccccc1C(=O)c1ccccc1)c1ccco1	-2
COC(=O)CCCCCCCCC(O)CN(C)C (configuration not stated)	-1

Remaining list, next part
SMILES | PGE2 EP2 inh | S1P4 agonist | NPY1 pot ag | EP2 mod | eIF4E 4G PPI | NPY-Y1 antag | p97 ATPase inh | NPY2 pot ag | S1P4 antag
O=C(NNC(=O)c1ccccc1F)c1cccc(Cl)c1 | -1 | -0.4 | -8 | 11 | -2 | -4 | 2 | 7 | 4
COC(=O)c1c(F)c(F)c(NCCO)c(F)c1F | 1 | 1.3 | 0 | -11 | 9 | 1 | 2 | -10 | 5
CCn1nc(C(=O)OCC(=O)c2c[nH]c3ccccc23)c2ccccc2c1=O | 9 | 1.1 | 4 | -18 | -11 | 1 | -3 | 2 | -19
O=C(c1ccccc1)c1ccccn1 | 3 | -2.2 | -8 | 3 | 2 | 1 | 3 | 5 | 4
COc1ccc(OC)c(CN2CCCC(CO)C2)c1 (configuration not stated) | 22 | -0.1 | -1 | 0 | 4 | 7 | 2 | 3 | 6
Cc1ccccc1NS(=O)(=O)c1cc(S(C)(=O)=O)ccc1C | 6 | -0.2 | 14 | 12 | 3 | 0 | 0 | -10 | -24
CC1CCc2c(C(=O)NCC3CCCO3)csc2C1 (configuration not stated) | -2 | 2.2 | 1 | -18 | 13 | 4 | 2 | 4 | -1
CC1C(c2ccccc2)N(C)C(c2ccccc2)C(C)C1(O)C#Cc1ccccc1 (configuration not stated) | 18 | 40* | -34 | 66* | 3 | 14 | -4 | -12 | -12
CCn1c(CSc2ncccn2)nnc1SCC(=O)N1CCCCC1 | 10 | 0.7 | 9 | 23 | -2 | -1 | 11 | 9 | -10
CC(C)N1CCN(Cc2ccncc2)CC1CCO (configuration not stated) | 10 | -1.1 | -11 | 2 | 5 | -5 | -5 | 0 | -6
O=S(=O)(NCc1ccccn1)c1ccccc1 | 2 | 1.4 | -14 | 20 | 2 | 8 | 0 | -6 | -7
CCOC(=O)C1=CSC2=NS(=O)(=O)CCN12 | 4 | -1.1 | 22 | 16 | -5 | 2 | 2 | -11 | -18
O=c1[nH]c2ccc(S(=O)(=O)Nc3ccc(-c4nnc5n4CCCCC5)cc3)cc2o1 | 8 | -0.8 | 5 | -2 | -19 | 3 | 6 | -3 | -1
O=C(Nc1ccc2c(c1)C(=O)OC2)c1ccc(F)cc1F | 13 | -2.1 | -6 | 18 | 3 | . | 6 | -17 | -4
CN=c1scc(-c2ccccc2F)n1/N=C(\C)c1cccnc1 | 3 | 7.6 | 27 | -40 | 10 | 8 | -5 | 20 | -12
c1cc(-c2sc(-c3ccncc3)c(-c3ccncc3)c2-c2ccncc2)ccn1 | 41*! | 0.6 | 17 | -12&17 | -5 | . | 12 | 4 | -3
COc1ccc(OC)c(NC(=O)Cc2coc3cc(C)cc(C)c23)c1 | 4 | -0.6 | -9 | -5 | 3 | 8 | -3 | -7 | 5
CCOC(=O)C1CCN(C(=O)N2CCOCC2)CC1 | 18 | 0.8 | 2 | 2 | 1 | 1 | 2 | 1 | 9
CC(/C=C1\SC(=S)N(C(C(=O)O)C(C)C)C1=O)=C\c1ccccc1 (configuration not stated) | 10 | 1.3 | -21 | 61* | 1 | 3 | -3 | -11 | -21
Cc1sc2c(c1C)c(=O)n(-c1ccccc1)c1nncn21 | 8 | 0.9 | 13 | 0 | . | -1 | 3 | 9 | -2
O=C(CSc1ncc(C(F)(F)F)cc1Cl)N1CCN(S(=O)(=O)c2ccc3ccccc3c2)CC1 | 3 | 2.2 | -41 | -18 | -11 | 1 | -2 | -4 | 1
O=C(Nc1ccc(Cl)c(Cl)c1)C1CC(=O)N(c2ccc(Br)cc2)C1 (configuration not stated) | 9 | 1.5 | -15 | -35 | -9 | 8 | 3 | -2 | -5
COc1cccc(-c2nc(-c3ccc(NC(=O)c4cccnc4)cc3)no2)c1 | 16 | -0.2 | 7 | -6 | 1 | -2 | 8 | 13 | 11
